Bioassay records: PubChem, National Center for Advancing Translational Sciences (NCATS)
AmpC inh detg – qHTS Inhibitors of AmpC Beta-Lactamase (assay with detergent). P00811. AmpC hydrolysis of nitrocefin, absorbance 480 nm, 0.01% Triton. Potency, µM (doses to about 114 µM), for the others: at the top dose activity change, negative = inhibition, usual class: inhibitors. hit rate 0.041% among 370,000. AID 485294, 2010;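 also: potency is read from the fitted curve at half-maximal effect; 0% = no-compound wells and -100% = no-enzyme wells; nearly all actives have a fitted effect of over 25% in size; some results filed as inactive show a strong effect at the top dose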
Target sequence (P00811 whole entry, looked up): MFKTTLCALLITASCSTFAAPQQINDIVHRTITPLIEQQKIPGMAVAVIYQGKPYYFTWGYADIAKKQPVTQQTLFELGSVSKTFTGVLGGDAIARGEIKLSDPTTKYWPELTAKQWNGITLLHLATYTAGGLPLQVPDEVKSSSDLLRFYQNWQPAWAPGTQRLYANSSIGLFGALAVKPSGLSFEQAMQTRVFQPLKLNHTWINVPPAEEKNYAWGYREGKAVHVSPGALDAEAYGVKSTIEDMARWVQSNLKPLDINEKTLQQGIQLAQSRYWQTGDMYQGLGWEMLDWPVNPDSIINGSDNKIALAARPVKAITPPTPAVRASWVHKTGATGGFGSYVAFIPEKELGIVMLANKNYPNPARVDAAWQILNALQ
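20 mM phosphate pH 7.0 + 0.01% (detergent screen) or 0.0001% Triton X-100; 5.3 nM AmpC reagent; cpd preinc 15 min RT; nitrocefin (800 uM stock) to start; A480 q20 s × 4 min; Activity was normalised to no-enzyme and no-compound control wells.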
Sm TGR inh – qHTS Assay for the Inhibitors of Schistosoma Mansoni Peroxiredoxins | Schistosoma mansoni thioredoxin glutathione reductase (TGR), Q962Y6 | purified TGR, DTNB reduction, TNB absorbance 405 nm | Potency, µM (titrated, usually from 114 µM), inactives show at the highest dose activity change, negative = inhibition, hits mostly inhibitors | hit rate 3% among 360,000; also: potency is read from the fitted curve at half-maximal effect; nearly all actives have a fitted effect of over 60% in size
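TGR 20 nM + NADPH 100 uM (dispensed conc.), cpd preinc 15 min RT; start with NADPH (500 uM addition) then DTNB (15 mM addition). Kinetic TNB absorbance, 405 nm filter. Four-parameter Hill fit across titration.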
HCMV inh – qHTS Assay for inhibitors of the human cytomegalovirus (HCMV). HFF cells, HCMV-luciferase reporter, 72 h; hits give low values. hit rate 4.5% among 410,000. activity change, negative = inhibition, % at 57.5 µM; in the data active = activity change below about -60%; inconclusive = no clear call, values can overlap the other calls; inactive = above about -39%
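Inhibition of viral replication was scored as loss of reporter luminescence in HFFs infected with HCMV-luciferase (MOI 1 PFU/cell) for 72 h; compounds tested at 2 doses, normalized to buffer and Salinomycin controls.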
AMA1 RON2 block – qHTS for Inhibitors of AMA1-RON; Towards Development of Antimalarial Drug Lead: Primary Screen; Potency, µM (top dose mostly 58.2 µM), for the others: at the highest dose activity change, negative = inhibition, actives largely listed as inhibitors; hit rate 0.2% among 360,000; AlphaScreen AMA1-biotinylated RON2 peptide binding; Plasmodium falciparum AMA1 (3D7) - RON2 peptide interaction;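 also: potency is read from the fitted curve at half-maximal effect; 0% = vehicle wells and -100% = peptide control; nearly all actives have a fitted effect of over 45% in size; some results filed as inactive show a strong effect at the top dose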
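AMA1 (3D7) with his tag at 25 nM final met compounds first, then biotinylated RON2 peptide at 25 nM; detection used donor plus acceptor beads, 10 µg/mL apiece, read by AlphaScreen after 30 min at room temperature.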
HCV inh – qHTS Assay for Inhibitors of Hepatitis C Virus (HCV). Huh7.5.1 HCVcc-Cre infection, luciferase reporter, 44 h. Potency, µM (highest dose often 41.8 µM), without a hit: at the top dose activity change, negative = inhibition, actives largely listed as inhibitors. hit rate 3.4% among 340,000; also: potency is read from the fitted curve at half-maximal effect
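Reporter virus HCVcc-Cre (~0.5 moi) infects cells exposed to compound; seeding density 1,000 cells/well with 4 h settling beforehand. Luminescence, 15 sec read, taken 44 h post-infection following a 15 min RT substrate incubation.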
Giardia FBPA inh – qHTS Assay for Inhibitors of Fructose-1,6-bisphosphate Aldolase from Giardia Lamblia. Potency, µM (doses to about 59.6 µM), for the others: at the top dose activity, negative = inhibition, usual class: inhibitors. AID 2451, 2010. hit rate 0.71% among 290,000. purified Giardia FBPA; also: potency is read from the fitted curve at half-maximal effect; nearly all actives have a fitted effect of over 55% in size
Target sequence (A8B2U2 whole entry, looked up): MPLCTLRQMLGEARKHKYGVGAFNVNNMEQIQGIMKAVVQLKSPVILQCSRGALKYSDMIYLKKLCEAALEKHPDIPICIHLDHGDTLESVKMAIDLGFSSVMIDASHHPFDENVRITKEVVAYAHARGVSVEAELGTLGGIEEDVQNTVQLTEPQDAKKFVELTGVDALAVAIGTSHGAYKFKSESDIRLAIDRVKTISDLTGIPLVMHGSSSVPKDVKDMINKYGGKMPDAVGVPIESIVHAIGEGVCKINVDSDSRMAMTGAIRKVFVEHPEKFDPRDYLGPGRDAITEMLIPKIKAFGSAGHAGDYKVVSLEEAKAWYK
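40 nM FBPA preincubated 10 min at RT with compound (up to 57.5 uM final), then substrate plus GAPDH/TPI/NAD/arsenate coupling and diaphorase/resazurin added. Fluorescence read after 20 min at RT, 525/598 nm.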
* = called active by the depositor; ? = inconclusive; . = not tested or not shown; & = joins results of further samples; ! = repeats disagree; [ ] = remark or other dose. Unless noted, calls follow the shape of the dose curve; as a rule, active = well fitted curve in the direction sought with a large enough effect; inconclusive = small, poorly fitted or top-dose-only effect, or another doubt; inactive = no such curve, though single readings can be large; an effect the other way counts as inactive or inconclusive. Unless noted, % is scaled to controls: 0 for no effect and ±100 for the full control effect. Rows were taken by chance; 9.3% or so of the library scored in one or more.

SMILES	AmpC inh detg	Sm TGR inh	HCMV inh	AMA1 RON2 block	HCV inh	Giardia FBPA inh
Cc1ccccc1S(=O)Cc1ccc(C(=O)NC2CCCCCC2)o1 (stereo not given)	-2%	-13%	12	.	.	.
CCC(C)Nc1nc2c(c(=O)[nH]c(=O)n2C)n1Cc1ccc(F)cc1 (stereo not given)	0%	-8%	13	.	.	.
Cc1cc(Oc2ccccc2)nc(SCC(=O)Nc2ccccc2)n1	-10%	8%	-30	-25%	?	0%
N#C/C(=C\c1c(N2CCCCC2)nc2ccccn2c1=O)C(=O)NCc1ccco1	-21%	-9%	?	11%	-12%	0%
Cc1occc1C(=O)Nc1nccs1	?	-5%	15	0%	13%	4%
CCOC(=O)c1sc(N2C(=O)C(O)=C(C(=O)c3ccco3)C2c2ccco2)nc1C (stereo not given)	4%	25µM*	?	21%	-23%	-18%
CC(C)c1ccc(CN(C(=O)/C=C/c2ccco2)C2CCS(=O)(=O)C2)cc1 (stereo not given)	-5%	3.5µM*	11	-4%	10%	-1%
Cc1n[nH]c(C)c1Sc1ccccc1N	6%	14%	36	2%	12%	-7%
COc1ccccc1/C=C/C=N/n1c(-c2n[nH]c3c2CCC3)n[nH]c1=S	11%	4%	-35	88%[activator]	-11%	-11%
CN(C(=O)COC(=O)c1c[nH]c(=O)[nH]c1=O)C1CCCCC1	-1%	5%	15	0%	13%	7%
CCOC(=O)c1c(C)nc2c(C#N)cnn2c1C	-8%	6%	-11	-4%	-28%	6%
NS(=O)(=O)c1ccc(NC(=O)CN2C(=O)C3C4C=CC(C4)C3C2=O)cc1 (stereo not given)	-1%	9%	18	-12%	?	-1%
CCOC(=O)CCNCC1COc2ccccc2O1 (stereo not given)	-5%	7%	12	-13%	-4%	-1%
CC1CCC(NC(=O)COC(=O)c2n[nH]c(=O)c3ccccc23)CC1 (stereo not given)	-15%	1%	-15	0%	5%	.
O=C(CN1C(=O)COc2ccc(S(=O)(=O)N3CCOCC3)cc21)NCc1ccc(F)cc1	9%	1%	2	.	.	.
Cc1cc(NS(=O)(=O)c2c(C)[nH]c(=O)[nH]c2=O)ccc1Br	-4%	-5%	-3	0%	8%	-8%
O=c1[nH]c(SCc2cccc(F)c2)nc2ccccc12	7%	7%	10	-16%	-6%	-9%
NC(=O)CC1(CC(=O)O)CCCCC1	71µM*	-32%	25	-7%	10%	13%
CCOc1cc(/C=N/n2cnnc2)ccc1OS(=O)(=O)c1ccc(C)cc1	-4%	.	-28	-7%	-7%	-8%
O=C(C1CCCCC1)N(Cc1cccnc1)c1nc2ccc(F)cc2s1	-1%	14%	1	.	.	.

Single records (already shown). Order of screens: AmpC inh detg, Sm TGR inh, HCMV inh, AMA1 RON2 block, HCV inh, Giardia FBPA inh
Profile of `CCOc1cc(/C=N/n2cnnc2)ccc1OS(=O)(=O)c1ccc(C)cc1` = -4%, ., -28, -7%, -7%, -8%
Profile of `CC1CCC(NC(=O)COC(=O)c2n[nH]c(=O)c3ccccc23)CC1` (stereo not given) = -15%, 1%, -15, 0%, 5%, .
Profile of `O=C(C1CCCCC1)N(Cc1cccnc1)c1nc2ccc(F)cc2s1` = -1%, 14%, 1, ., ., .
Profile of `CCOC(=O)c1c(C)nc2c(C#N)cnn2c1C` = -8%, 6%, -11, -4%, -28%, 6%
Profile of `Cc1cc(NS(=O)(=O)c2c(C)[nH]c(=O)[nH]c2=O)ccc1Br` = -4%, -5%, -3, 0%, 8%, -8%

Back to the main list, repeating the two entries before the break.
SMILES	AmpC inh detg	Sm TGR inh	HCMV inh	AMA1 RON2 block	HCV inh	Giardia FBPA inh
CCOc1cc(/C=N/n2cnnc2)ccc1OS(=O)(=O)c1ccc(C)cc1	-4%	.	-28	-7%	-7%	-8%
O=C(C1CCCCC1)N(Cc1cccnc1)c1nc2ccc(F)cc2s1	-1%	14%	1	.	.	.
CC/C(C)=N/NC(=O)c1[nH]c2ccc(C)cc2c1-c1ccccc1	0%	.	-3	42%[activator]	1%	0%
COc1ccc(CCNC(=O)c2nnn(-c3ccccc3OC)c2N)cc1OC	-8%	4%	29	4%	-17%	-1%
COc1ccc(C)c2sc(=NC(=O)C(C)C)n(C)c12	?	2%	43	-2%	20%	4%
O=C1CCCN2N=C(SCC(=O)Nc3ccc(F)cc3F)SC2=N1	-10%	3%	-11	7%	-3%	1%
Cc1ccc2nc(/C(C#N)=C\c3ccc(Oc4ccc(C(F)(F)F)cc4[N+](=O)[O-])cc3)[nH]c2c1	-10%	0%	?	23%	5%	-16%
CC(C)N(Cc1ccccc1)C(=O)CN1C(=O)NC2(CCCCCC2)C1=O	?	4%	-11	-7%	-5%	.
CCC1CCCCN1S(=O)(=O)c1ccc(C(=O)Nc2nnc(-c3cccs3)o2)cc1 (stereo not given)	-9%	7%	.	117%[activator]	?	?
O=C(Nc1cccc(F)c1)N1CCN(C(=O)c2ccco2)CC1	-9%	-27%	-31	-13%	6%	.
COC(=O)C1=C(C)NC(=O)NC1c1c(O)ccc2ccccc12 (stereo not given)	-6%	-7%	30	5%	0%	7%
CC(Sc1nc2c(c(=O)[nH]1)CCCC2)C(=O)Nc1cc(C(F)(F)F)ccc1Cl (stereo not given)	-3%	-2%	3	.	.	.
CN(CC(=O)N1CCCCC1)S(=O)(=O)c1cccc2cccnc12	?	1%	-40	12%	16%	-2%
OCC1(Cc2ccccc2C(F)(F)F)CCN(Cc2ccc3c(c2)CCO3)CC1	9%	5%	-76*	14%	9%	4%
Cc1cc(C(=O)NNC(=O)c2cccs2)c(C)o1	0%	2%	-3	9%	17%	.
O=Cc1c(NCc2ccc(Cl)cc2)c2ccccc2[nH]c1=O	3%	?	10	-5%	11%	-9%
Cc1cccc(OCC(=O)NNC(=O)c2cc3ccccc3oc2=O)c1	-4%	-3%	-22	19%	12%	9%
CCOc1cc(C(=O)NC(C)COC)cc(OCC)c1OCC (stereo not given)	?	6%	3	1%	-20%	0%
O=C(NCCNC(=O)c1ccco1)c1ccco1	6%	-9%	-3	-8%	11%	3%
Clc1cccc(Cl)c1Cn1cc(Br)cn1	-10%	12%	-26	18%	7%	2%
COC(=O)C(C(=O)Nc1ccccc1C)C1CCCC1 (stereo not given)	-17%	3%	-8	-19%	14%	3%
CCCCN1CCc2c([nH]c3ccccc23)C1=O	?	-7%	71	5%	-6%	2%
O=C(NCC(c1ccco1)N1CCN(c2ccc(F)cc2)CC1)C(=O)NC1CCCC1 (stereo not given)	0%	0%	-13	-2%	-6%	.
CN1CCN(c2nc3c(c(=O)n(C)c(=O)n3C)n2Cc2cccc(Br)c2)CC1	-4%	-15%	1	12%	2%	8%
Nn1c(SCC(=O)NNC(=O)c2ccccc2)nnc1-c1ccccc1F	?	1%	-12	117%[activator]	8%	.
Cc1occc1C(=O)N/N=C/c1cccnc1	-6%	-13%	0	0%	-8%	0%
O=C(Nc1nc2ccc(S(=O)(=O)N3CCCC3)cc2s1)c1ccco1	-5%	-10%	83	-22%	43%[activator]	19%
Cc1cccc(Sc2ccc([N+](=O)[O-])cc2[N+](=O)[O-])n1	-10%	-30%	-72*	-19%	-27%	?
COc1ccc(CN2CCN(C(=O)CCC(=O)Nc3nnc(C4CCCCC4)s3)CC2)cc1F	0%	-12%	-73*	1%	?	.
COc1ccc(CC(=O)Nc2ccc(S(=O)(=O)Nc3nc(C)cc(C)n3)cc2)cc1	1%	-8%	24	-2%	3%	7%
Cc1ccc(OCCOc2ccc(Br)cc2/C=N\NC(N)=O)cc1	1%	.	45	0%	?	-3%
O=C(CCS(=O)(=O)c1ccc(F)cc1)Nc1nc(-c2ccncc2)cs1	4%	-25%	-3	-4%	-28%	.
Cc1ccc2nc(/C(C#N)=C\c3ccc(N4CCOCC4)o3)[nH]c2c1	-4%	?	137	52%[activator]	?	-1%
O=C(Cn1[nH]c(=O)c2ccccc2c1=O)NCC1COc2ccccc2O1 (stereo not given)	7%	-2%	15	6%	-1%	.
CCN(CC)c1ccc(NC(=O)c2cccc(C)c2)cc1S(=O)(=O)Nc1ccccc1OC	-9%	-15%	-16	-6%	-11%	-3%
CC1CN(C(=O)c2cc3c(=O)n4ccccc4nc3n2C)CC(C)O1 (stereo not given)	2%	-11%	-21	11µM*	11%	.
O=C(Cn1ccc([N+](=O)[O-])n1)Nc1nccs1	-2%	-14%	10	-13%	16%	1%
COc1ccc(OC)c(/C=N/NC(=O)c2cc[n+](Cc3ccccc3)cc2)c1	4%	5%	-18	8%	5%	-8%
C=CCN(C(=O)CSC1=NC(=O)CN1C(C)=O)c1nc(C)c(-c2ccccc2)s1	-6%	4.5µM*	89	?	?	-2%
CCOc1ccc(NC(=O)NN2C(C)CCCC2C)cc1 (stereo not given)	0%	11%	62	-6%	-15%	6%
O=C(CCCNC(=O)c1ccc(Cl)cc1)Nc1nccs1	.	.	-36	2%	-6%	.
C/C(=N\Nc1ccccc1)c1cccs1	.	.	32	1%	4%	.
COc1ccc(C2=NS(=O)(=O)N(C)C(C(=O)NCc3ccccc3)=C2)cc1OC	-4%&26%	7%&-12%	-80*!	-4%	-19%	15%
CC(C)CNC(=O)c1noc2c1CCCC2	?	0%	39	-1%	1%	-4%
CN(CCc1ccccn1)Cc1ccc(Cl)c(Cl)c1	0%	-2%	-27	-8%	11%	?
CCCCNC(=O)CCn1c(=O)c2cccn2c2ccc(F)cc21	-1%&-2%	4%&-5%	?	-3%	-18%	4%
c1ccc(-c2cc3c(ccc4nonc43)nn2)cc1	-12%	0%	37	12%	25%	10%
CCn1c(CCC(=O)Nc2nc3c(s2)CCCC3)nc2cc(S(=O)(=O)N(C)C)ccc21	5%	-20%	-16	-4%	?	-4%
O=C(CN1CCCC1)NC(c1ccccc1)c1ccccc1	-4%	3%	32	-16%	-28%	?
COc1ccc2oc(=O)c(C(=O)NC3CCCCCC3)cc2c1	-3%	-24%	-33	-8%	-14%	-1%
CC(=O)c1ccc(NC(=O)[C@@H]2CCCN2C(=O)OC(C)(C)C)cc1	-1%	3%	29	3%	22%	-3%
O=C(C(=O)N1CCN(c2ccccc2)CC1)c1cn(CC(=O)N2CCCCCC2)c2ccccc12	0%	-4%	-35	-8%	?	2%

(further entries)
SMILES	AmpC inh detg	Sm TGR inh	HCMV inh	AMA1 RON2 block	HCV inh	Giardia FBPA inh
COc1ccc(CN(C)CC(=O)Nc2cc(OC)c([N+](=O)[O-])cc2C)c(OC)c1	-6%	-9%	-16	20%[2.32 µM]	?	-8%
C=CCn1c(=NC(=O)c2ccc(S(=O)(=O)N3CCc4ccccc4C3)cc2)sc2cc(S(N)(=O)=O)ccc21	-1%	4%	-65*	12%	?	3%
C=CCCN(C(C(=O)OC)C(C)C)S(=O)(=O)c1ccccc1Br (stereo not given)	3%	-2%	?	15%	5%	-6%&0%
CCOC(=O)/C(=C/C=C1\Sc2ccccc2N1CC)C(C)=O	-4%	-24%	.	-12%	?	-13%
